# Nrf2 block – Nrf2 qHTS screen for inhibitors | A549 ARE-Fluc reporter, luciferase luminescence, 18-24 h | 2.1% of 360,000 active | Potency, µM (titrated, usually from 46 µM), for the others: top-dose activity change, negative = inhibition, usual class: inhibitors | AID 504444, 2011; note: potency is the fitted concentration of half-maximal effect; % is set by controls: 0 for no effect and ±100 for the full control effect; nearly all actives have a fitted effect of over 60% in size
#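 Nrf2 activity is the BugLite luminescence, read 15 min after reagent at room temperature, following CellTiter-Fluor cytotoxicity readout (30 min, 37C). Compound titrations were applied for 18-24 h to 5000 A549 ARE_Fluc cells/well in 5% FBS OPTI-MEM.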
# EPAC2 agonist – qHTS for Agonist of cAMP-regulated guanine nucleotide exchange factor 4 (EPAC2): primary screen; 0.079% of 360,000 active; Rap guanine nucleotide exchange factor 4 (Homo sapiens), Q8WZA2; AID 720711, 2013; EPAC2 activation, biochemical qHTS; response scale: 100% = 6.5 mM cAMP response; Potency, µM (highest dose often 154 µM), without a hit: at the top dose activation, actives largely listed as activators; note: potency is the fitted concentration of half-maximal effect; nearly all actives have a fitted effect of over 50% in size
# Target sequence (Q8WZA2 whole entry, looked up): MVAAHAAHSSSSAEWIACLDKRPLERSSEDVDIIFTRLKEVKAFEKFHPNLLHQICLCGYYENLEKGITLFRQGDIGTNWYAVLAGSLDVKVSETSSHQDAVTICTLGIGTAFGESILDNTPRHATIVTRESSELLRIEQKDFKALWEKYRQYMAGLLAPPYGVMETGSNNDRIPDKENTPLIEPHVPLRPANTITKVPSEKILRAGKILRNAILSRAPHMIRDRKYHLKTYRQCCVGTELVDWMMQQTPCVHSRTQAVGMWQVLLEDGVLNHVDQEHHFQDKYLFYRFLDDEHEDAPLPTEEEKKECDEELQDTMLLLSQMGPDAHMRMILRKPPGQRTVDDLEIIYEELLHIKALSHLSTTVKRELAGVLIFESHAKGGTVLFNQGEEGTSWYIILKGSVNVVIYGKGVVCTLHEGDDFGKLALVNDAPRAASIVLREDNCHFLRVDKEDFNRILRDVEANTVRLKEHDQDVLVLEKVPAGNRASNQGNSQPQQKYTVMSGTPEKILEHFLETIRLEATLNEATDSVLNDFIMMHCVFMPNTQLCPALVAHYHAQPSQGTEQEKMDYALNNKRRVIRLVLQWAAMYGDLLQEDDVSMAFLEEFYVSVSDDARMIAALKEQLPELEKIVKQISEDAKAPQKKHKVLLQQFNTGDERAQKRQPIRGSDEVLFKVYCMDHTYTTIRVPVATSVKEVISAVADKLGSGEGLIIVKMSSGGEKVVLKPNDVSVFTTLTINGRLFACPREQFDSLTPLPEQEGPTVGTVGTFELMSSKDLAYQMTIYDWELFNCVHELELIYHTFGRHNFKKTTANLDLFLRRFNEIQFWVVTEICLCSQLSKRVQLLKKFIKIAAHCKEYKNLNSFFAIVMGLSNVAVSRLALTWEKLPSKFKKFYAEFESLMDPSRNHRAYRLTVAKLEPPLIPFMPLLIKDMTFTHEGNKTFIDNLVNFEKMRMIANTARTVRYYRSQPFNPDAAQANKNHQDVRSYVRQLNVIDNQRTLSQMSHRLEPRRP
#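 Nucleotide exchange monitored as fluorescence drop when BODIPY-GDP leaves Rap1B. Reaction: 100 nM EPAC2, 250 nM RAP1B-BODIPY-GDP, 50 uM GDP, room temperature, kinetic read over 30 min. Activity expressed relative to 6.5 mM cAMP.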
# ATXN2 expr inh – Primary qHTS for Inhibitors of ATXN expression | HEK-293 ATXN2-luciferase reporter, luminescence, 24 h | 0.72% of 360,000 active | Potency, µM (top dose mostly 57 µM), inactives show at the highest dose activity change, negative = inhibition, actives largely listed as inhibitors | AID 1745845, 2022; note: potency is the fitted concentration of half-maximal effect; % is set by controls: 0 for no effect and ±100 for the full control effect; nearly all actives have a fitted effect of over 55% in size
#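 qHTS (up to 57 uM final) was run with 24 h compound exposure of reporter cells at 37 °C. Each well was multiplexed: SteadyGlo luminescence measured ATXN2-luciferase expression after a fluorogenic Gly-Phe-AFC viability readout (25 uM final).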
# HepG2 viability – qHTS for Inhibitors of TGF-b: Cytotox Counterscreen; 0.76% of 410,000 active; AID 588856, 2011; Potency, µM (doses to about 46.1 µM), inactives show at the top dose activity change, negative = cytotoxicity, most hits filed as cytotoxic; HepG2 CAGA-GFP viability, ATP luminescence, 18 h; note: potency is the fitted concentration of half-maximal effect; some results filed as inactive show a strong effect at the top dose
#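 HepG2 CAGA-GFP cells (1000/well, DMEM with 1% FBS) received compound, then TGF-beta at 500 pg/mL final, and were incubated 18 hours at 37 degrees C. Viability was read by CellTiter-Glo luminescence. Media-only wells were set as complete cell-killing and DMSO as no toxicity.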
# IL2 activator – qHTS of IL-2 Activators. 0.065% of 360,000 active. IL-2 activation reporter assay, cell-based qHTS; stimulated with anti-CD3/CD4/CD28 beads; in transgenic mouse T cells. activation, % (series mostly up to about 46 µM); in the data active = activation above about 50%; inconclusive = mostly about 30% to 49%; note: 0% is about no effect
#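 Readout: EGFP and DsRed signals by fluorescent plate cytometry. Unstimulated transgenic mouse T cells received compound 60 min before antibody-bead stimulation, then incubated 18 h at 37 degrees C.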
# ATXN viability – Viability Counterscreen for Primary qHTS for Inhibitors of ATXN expression. S2 cells (HEK-293 line with an ATXN2-luciferase reporter) viability, CellTiter-Fluor protease fluorescence, 24 h. Potency, µM (doses to about 56.7 µM), usual class: cytotoxic. 0.49% of 400,000 active; note: potency is the fitted concentration of half-maximal effect; nearly all actives have a fitted effect of over 40% in size
# TGFb inhibitor – qHTS for Inhibitors of TGF-b; HepG2 CAGA-GFP TGF-b/SMAD3 reporter, GFP fluorescence, 18 h; TGF-beta stimulated, 500 pg/mL final; Potency, µM (top dose mostly 46.1 µM), for inactives: at the top dose activity, negative = inhibition, usual class: inhibitors; 1.2% of 410,000 active; AID 588855, 2011; note: potency is the fitted concentration of half-maximal effect; % is set by controls: 0 for no effect and ±100 for the full control effect; nearly all actives have a fitted effect of over 65% in size
#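 HEPG2 CAGA-GFP reporter cells (1000/well, DMEM with 1% FBS) received compounds, then recombinant TGF-beta at 500 pg/mL final for 18 hours at 37 degrees C. Per-cell GFP summed per well was normalised to unstimulated and stimulated DMSO controls before curve fitting.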
# Nrf2 activator – qHTS of Nrf2 Activators | AREc32 ARE-luciferase reporter (MCF7-derived line), luminescence, 24 h | Potency, µM (highest dose often 46.1 µM), inactives show at the highest dose activation, actives largely listed as activators | 0.31% of 410,000 active | AID 624171, 2012; note: potency is the fitted concentration of half-maximal effect; % of control where 0% means no effect; nearly all actives have a fitted effect of over 65% in size
#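 Luciferase luminescence (Steady-Glo, 30 min at room temperature) served as the read-out of ARE activation in AREc32 cells treated with compounds for 24 hr at 37 deg C.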
# A549 viability – Nrf2 qHTS screen for inhibitors: counterscreen for cytotoxicity; A549 ARE-Fluc cells, CellTiter-Fluor viability, 18-24 h; 0.16% of 390,000 active; Potency, µM (highest dose often 46 µM), without a hit: at the highest dose activity change, negative = cytotoxicity, hits mostly inhibitors; note: potency is the fitted concentration of half-maximal effect; % is set by controls: 0 for no effect and ±100 for the full control effect
#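 Cytotoxicity counterscreen: CellTiter-Fluor fluorescence was measured in A549 ARE_Fluc cells after 18-24 h of compound exposure in a concentration series. The subsequent BugLite luminescent read reports ARE-luciferase activity.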
# The depositor's hits bear a star; i = inactive; ? = inconclusive; nt = no result given; & = joins results of further samples; [ ] = dose if it differs, or a comment. Unless noted, calls come from the whole dose curve; as a rule, active = well fitted curve in the direction sought with a large enough effect; inconclusive = small, poorly fitted or top-dose-only effect, or another doubt; inactive = no such curve, though single readings can be large; an effect the other way counts as inactive or inconclusive. Rows were taken by chance. About 4.3% of those tested had a hit in this group.
SMILES,Nrf2 block,EPAC2 agonist,ATXN2 expr inh,HepG2 viability,IL2 activator,ATXN viability,TGFb inhibitor,Nrf2 activator,A549 viability
Cc1cc(N2C(=O)Cc3ccccc3C2=O)ccc1C(C)C,?,-4%,4%,-24%,5.2,i,-2%,0.5%,1%
CCOCN(C(=O)Cn1c(C)nc2ccccc21)c1c(C)cccc1CC,?,nt,-10%,-2%,nt,i,2%,4.3%,-27%
CN(CCC1CCOCC1)C(=O)CC1C(=O)NCCN1C/C=C/c1ccccc1 (configuration not stated),-10%,-4%,-3%[11.3 µM],1%,0.7,i,2%,-0.7%,-3%
O=C(NCc1cccnc1)NC1(C(F)(F)F)Oc2ccccc2O1,?,-8%,12%,-26%,-1.1,i,-18%,?,?
Cc1cccc(OCC(=O)N2CCC(N3CCOCC3)CC2)c1,7%,-9%,2%,-4%,0.8,i,-17%,0.0%,4%
CSc1nc(N)c2c3c(sc2n1)CN(C)CC3,?,5%,nt,-9%,0.4,i,-9%,3.3%,-7%
Cc1ccc2c(c1)S/C(=C/c1ccc[n+](C)c1)N2CCO,2.6µM*,4%,-15%[11.3 µM],-11%,-0.7,?,-26%,4.1%,-16%
CCOc1cccc(CN2CCCC(CCC(=O)NCc3ccccc3F)C2)c1O (configuration not stated),7%,2%,-10%,2%,-0.2,i,4%,0.4%,9%
COc1cccc(N2CCN(C(=O)c3ccc4c(=O)n(CCc5ccccc5)c(=O)[nH]c4c3)CC2)c1,-15%[9.27 µM],nt,0%,-19%,nt,?,-29%,-0.3%,-10%
CCCc1cc(C(=O)NNC(=S)NC(C)c2ccccc2)cs1 (configuration not stated),nt,3%,-11%,-36%,-1.7,i,-28%,3.1%,-3%
O=C(CSc1ncc2c(n1)-c1ccccc1N(Cc1ccc(F)cc1)S2(=O)=O)c1ccc(Br)cc1,-8%,nt,1%,-10%,nt,i,-13%,0.4%,4%
O=C(/C=C/c1ccc(Cl)cc1)Nc1nc(-c2cccs2)ns1,?,nt,nt,-19%,nt,nt,-26%,22%,-12%

# Overlap with the part before: two compounds, then new ones.
SMILES,Nrf2 block,EPAC2 agonist,ATXN2 expr inh,HepG2 viability,IL2 activator,ATXN viability,TGFb inhibitor,Nrf2 activator,A549 viability
O=C(CSc1ncc2c(n1)-c1ccccc1N(Cc1ccc(F)cc1)S2(=O)=O)c1ccc(Br)cc1,-8%,nt,1%,-10%,nt,i,-13%,0.4%,4%
O=C(/C=C/c1ccc(Cl)cc1)Nc1nc(-c2cccs2)ns1,?,nt,nt,-19%,nt,nt,-26%,22%,-12%
Nc1c(C(=O)Nc2ccccc2Br)sc2nc(-c3cccs3)ccc12,6%,nt,?,-2%,nt,nt,-1%,?,19%
COc1ccc(NS(=O)(=O)c2cc(NC(=O)c3ccc(C)o3)ccc2N2CCCCC2)cc1,?,14%,-15%,-17%,-5.3,?,-4%,0.5%,-9%
Cc1cccc(OCC(=O)NC(=S)N2CCCc3ccccc32)c1,17%,7%,42%[activator],-23%,-0.7,i,-9%,2.8%,-5%
CCOC(=O)CC(NC(=O)c1cc2cc(Br)cc(OC)c2oc1=O)c1ccc(OC)cc1 (configuration not stated),?,nt,3%,-8%,nt,i,-10%,0.4%,-4%
Cc1c(Cc2ccccc2)c(=O)oc2cc(OCC(=O)NCC3CCC(C(=O)O)CC3)ccc12 (configuration not stated),1%,1%,-3%,-14%,1.4,i,7%,-1.0%,0%
Cc1ccc(Oc2nc3c(C)cccn3c(=O)c2/C=C(\C#N)C(N)=O)cc1,-1%,-9%,-9%,1%,0.2,i,2%,2.2%,-12%
O=C(Nc1cccc(-c2nc3ccccc3[nH]2)c1)c1cccc(NC(=O)c2ccco2)c1,nt,23%,?,-111%,1.3,32µM*,?,-1.5%,?
CC12CCC(=O)N1c1c(sc3nc(N4CCOCC4)c4c(c13)CCCC4)C(=O)N2 (configuration not stated),0%,2%,-12%,-30%,-0.1,i,3%,-0.8%,-4%
CCCCn1cc(S(=O)(=O)c2ccc(OC)cc2)c(=O)c2cc(F)c(N3CCOCC3)cc21,-3%,nt,nt,-5%,nt,nt,-8%,-0.9%,-3%
CCOC(=O)C1=C(C)NC(=O)NC1C (configuration not stated),-23%,6%,3%,-2%,1.9,i,-14%,-0.4%,-4%
CCN(CC)CCC(=O)NN,2%,-4%,-11%[11.3 µM],2%,0.1,i,4%,0.3%,-1%
O=C(Nc1nnc(COc2ccc(Cl)cc2)s1)c1ccco1,-1%,0%,-18%,50%,0.4,i,15%,15%,-3%
CSc1ccccc1OCc1cc(C(=O)N2CCN(Cc3nccn3C)CC2)no1,0%,-4%,-1%,-37%,-2.1,i,-23%,2.0%,0%
Cc1cccn2cc(CNC(=O)C3CCCCC3)nc12,-9%,8%,-14%,-10%,0.0,i,-7%,0.2%,-12%
COC(=O)c1sccc1NC(=O)c1ccccc1Br,-11%,24%,nt,-13%,0.9,i,-15%,?,-5%
COC(=O)c1c(C)[nH]c(C(=O)OCC(=O)c2c(N)n(CC(C)C)c(=O)n(C)c2=O)c1C,15µM*,1%,?,-3%,-0.8,i,-18%,5.1%,-14%
CCCC(=O)Nc1cc(Cl)ccc1N1CCN(C(=O)CC)CC1,-14%,2%,7%,2%,-1.8,i,1%,0.0%,-5%
CC(C)(C)OC(=O)NCCCCCNC(=O)c1nc[nH]c1C(=O)N1CCN(c2ccccc2)CC1,?,14%,0%,-4%,-0.3,i,-7%,0.7%,-4%
C[n+]1cc(-c2ccccc2)n2c1CCCCC2,?,3%,-8%,-1%,2.6,i,-16%,0.0%,-22%
CC(Oc1ccc2oc(-c3ccccc3)c(C(=O)O)c2c1)C(=O)O (configuration not stated),-8%,4%,5%,15%,0.0,i,0%,-0.1%,0%
O=C(c1ccco1)N1CCN(Cc2nc3cc(Cl)ccc3c(=O)[nH]2)CC1,-1%,0%,4%,-34%,1.0,i,16%,-0.3%,-2%
CN=C(NC#N)NCCSCc1nc[nH]c1C,0%,3%,-2%&4%,4%,1.5,i,-5%,-0.5%,0%
CCOC(=O)c1ccc(NC(=O)Nc2nncs2)cc1,nt,1%,nt,-19%,-2.4,?,?,-0.7%,nt
COCCn1c(-c2ccccc2)nc(=S)c2c1CC(C)(C)OC2,nt,7%,5%,-2%,3.4,i,0%,-0.1%,6%
CN(C)S(=O)(=O)c1cccc(NC(=O)c2cccc(N3C(=O)CCC3=O)c2)c1,1%,7%,-2%,-5%,-2.0,i,1%,-0.7%,0%
COc1ccc(S(=O)(=O)NC(=O)C2(C)CCN2C(=O)Cc2cccc3ccccc23)cc1 (configuration not stated),nt,1%,4%,5%,0.6,i,3%,-0.8%[9.22 µM],nt
CC(C)N1C(=O)CCC1C(=O)N1CCCc2ccccc21 (configuration not stated),-4%,12%,3%,-26%,-1.3,i,73%[activator],0.1%,8%
CCn1c2ccccc2c2cc(NC(=O)COC(=O)c3cc(S(N)(=O)=O)c(Cl)cc3Cl)ccc21,-25%,2%,?,4%,3.4,i,?,-0.4%,0%
Cc1sc(NC(=O)CN(CCc2ccccc2)C(=O)C2CC2)c(C(N)=O)c1C,3%,4%,-14%,-11%,-0.5,i,-8%,2.8%,-1%
CCOc1ccc(OCC(=O)c2c(O)c3ccccc3oc2=O)cc1,nt,9%,-3%,9%,0.2,i,1%,-0.5%,1%
Cc1ccc(/C=C2\SC(=S)N(CCC(=O)NNS(=O)(=O)c3ccc(C)cc3)C2=O)cc1,-11%,-1%,-9%,2%,8.1,?,-2%,-0.4%,-5%
N=c1ncn(Cc2ccccc2)c2nc(SCCOc3ccccc3)[nH]c12,2%,3%,7%,1%,-0.4,?,-30%,-0.2%,-6%
O=C(CN1CCN(c2ccccn2)CC1)Nc1cc(F)ccc1F,-6%,1%,3%,-2%,0.2,i,-5%,-0.1%,9%
O=C(Nc1ccc(F)cc1)C(c1ccccc1)N1CCN(S(=O)(=O)c2ccc3ccccc3c2)CC1 (configuration not stated),-16%,9%,3%,-2%,-2.3,i,-1%,0.4%,0%
CCc1ccccc1OCC(=O)Nc1ccc(N2CCCC2)cc1C,-13%,-8%,-21%,-10%,-4.2,i,-20%,4.3%,2%
CCOc1ccc(NC(=O)CSc2nc3ccccc3nc2N2CCCC2)cc1,-2%,15%,0%,-6%,-3.6,i,-5%,0.3%,2%

# As entered above:
# CC(C)N1C(=O)CCC1C(=O)N1CCCc2ccccc21 (configuration not stated) | A549 viability: 8%
# CCOc1ccc(NC(=O)CSc2nc3ccccc3nc2N2CCCC2)cc1 | ATXN2 expr inh: 0%
# Cc1sc(NC(=O)CN(CCc2ccccc2)C(=O)C2CC2)c(C(N)=O)c1C | EPAC2 agonist: 4%
# O=C(Nc1ccc(F)cc1)C(c1ccccc1)N1CCN(S(=O)(=O)c2ccc3ccccc3c2)CC1 (configuration not stated) | HepG2 viability: -2%

# More structures.
SMILES,Nrf2 block,EPAC2 agonist,ATXN2 expr inh,HepG2 viability,IL2 activator,ATXN viability,TGFb inhibitor,Nrf2 activator,A549 viability
O=C(COC(=O)c1ccccn1)c1ccc(Br)cc1,5%,-1%,-7%,7%,-1.6,i,-17%,-0.1%,-7%
O=C(CNCc1ccccc1Cl)Nc1ccc2c(c1)OCCO2,?,3%,nt,11%,0.2,i,9%,5.1%,14%
O=C(CCSCc1ccc(Cl)cc1)N1CCN(c2ccccc2F)CC1,nt,nt,nt,-29%,nt,nt,?,0.4%,17%
COc1ccc(CC(=O)NNC(=O)c2ccco2)cc1,4%,4%,-4%,5%,0.3,i,9%,0.0%,5%

# Assay outcomes deposited in PubChem by National Center for Advancing Translational Sciences (NCATS).
